Screening data from PubChem.
MITF TRPM1 HTS – activators of MITF-driven TRPM1 promoter activity in SK-MEL-5 cells; SK-MEL-5 TRPM1-promoter luciferase, 24 h; % of positive control, neutral wells = 0; activation, % at 12.5 µM; 300,000 tested, 0.75% active;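 active = mean activation of at least 80% with every replicate also reaching 80%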;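 also: 0% = neutral control wells and 100% = parthenolide positive control wells; values of inactives mirror those of a sister screen read the other way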
CDK5 inh – CDK5/p35 (human) kinase inhibition; Q00535+Q15078; Recombinant CDK5/p35, ADP-Glo luminescence, 60 min; inhibition, % at 10 µM; 330,000 tested, 0.01% active;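 active = highest replicate inhibition of at least 50% and at least 75% of replicates reaching 50%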;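 also: plate controls were DMSO neutral control for no effect and GW8510 at 10 µM for full effect; many of its hits are not listed in these tables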
Target sequence (Q00535 whole entry, looked up): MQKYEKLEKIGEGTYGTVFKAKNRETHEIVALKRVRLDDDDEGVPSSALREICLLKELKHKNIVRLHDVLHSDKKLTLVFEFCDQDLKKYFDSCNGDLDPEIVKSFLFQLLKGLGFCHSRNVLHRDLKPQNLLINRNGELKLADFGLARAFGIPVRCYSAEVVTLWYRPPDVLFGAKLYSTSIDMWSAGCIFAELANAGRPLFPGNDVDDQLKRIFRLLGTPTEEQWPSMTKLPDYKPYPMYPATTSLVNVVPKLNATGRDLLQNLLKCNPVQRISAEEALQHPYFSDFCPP
Target sequence (Q15078 whole entry, looked up): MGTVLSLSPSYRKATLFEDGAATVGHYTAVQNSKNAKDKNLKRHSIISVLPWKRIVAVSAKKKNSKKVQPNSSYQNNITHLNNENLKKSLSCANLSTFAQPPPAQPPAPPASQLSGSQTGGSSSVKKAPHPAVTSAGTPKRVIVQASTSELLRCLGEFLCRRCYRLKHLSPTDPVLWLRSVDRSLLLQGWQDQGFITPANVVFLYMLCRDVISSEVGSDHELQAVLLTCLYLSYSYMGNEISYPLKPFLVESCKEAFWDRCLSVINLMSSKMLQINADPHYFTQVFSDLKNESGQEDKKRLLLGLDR
Rtt109 Vps75 – inhibitors of Candida albicans Rtt109/Vps75 histone acetyltransferase; purified Rtt109/Vps75, ThioGlo CoA-SH fluorescence, 4 h; Q5AAJ8; inhibition, % at 34.9 µM; 330,000 tested, 0.16% active; AID 540336;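 active = inhibition of at least 50% in every replicate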
SR-BI DiI-HDL act – SR-BI HDL lipid transfer activation; AID 504775; CHO ldlA[mSR-BI] cells, DiI-HDL uptake fluorescence, 3 h; 100 = double the neutral-control signal; activation, % at 12.5 µM; 320,000 tested, 0.096% active;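 active = mean replicate activation of at least 60% and every replicate at or above 60%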;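 also: 0% = median plate neutral-control signal and 100% = twice that signal; values of inactives mirror those of a sister screen read the other way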
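System: CHO ldlA[mSR-BI] cells / Medium: HEPES-buffered (25 mM, pH 7.4) F12 plus 0.5% BSA / Probe or stimulus: labelled HDL, 10 µg/mL / Doses: single compound concentration, delivered by pin transfer / Schedule: 3 h, 37 °C / Measured by: DiI fluorescence, bottom read / Measure: cell-associated DiI fluorescence as measure of HDL uptake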
RTF Ca sens act – increases calcium sensitivity of human cardiac regulated thin filaments | P19429+P45379 | IANBD-labeled TnC RTF fluorescence at EC20 calcium; 0% EC20 calcium, 100% full calcium | activation, % at 7.2 µM | 340,000 tested, 0.24% active;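 active = activation above the mean over all tested compounds plus 3 SD, cut at about 30% in these data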;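 also: rise in fluorescence read as greater calcium sensitivity of cardiac thin filaments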
HTR5A ag ctr – HTR5A agonism, opioid heterodimer counter-screen | HTR5A agonist assay, luminescence, cell-based | activation, % at 9.3 µM | 340,000 tested, 0.61% active | AID 504692; in the data active = activation mostly above about 9.5%, no sharp cut-off; inactive = mostly below about 7.6%;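 also: 0% = cells with vehicle only and 100% = reference agonist; strong numbers were not always called active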
Target sequence (P47898 whole entry, looked up): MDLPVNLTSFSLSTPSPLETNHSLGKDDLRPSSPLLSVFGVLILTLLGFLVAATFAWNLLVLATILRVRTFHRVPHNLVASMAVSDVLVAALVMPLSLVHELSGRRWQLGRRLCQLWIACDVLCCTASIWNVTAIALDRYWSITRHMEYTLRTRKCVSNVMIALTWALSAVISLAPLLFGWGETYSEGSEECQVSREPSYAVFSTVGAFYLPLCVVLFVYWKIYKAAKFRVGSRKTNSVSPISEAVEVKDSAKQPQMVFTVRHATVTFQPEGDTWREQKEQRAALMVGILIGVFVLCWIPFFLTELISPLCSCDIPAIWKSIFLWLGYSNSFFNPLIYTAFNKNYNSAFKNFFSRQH
dFosB act – enhances mouse delta FosB homodimer DNA binding; P13346; purified delta FosB, TAMRA-CDK5 oligo fluorescence polarization; percent of positive-control signal above neutral wells; activation, % at 25 µM; 340,000 tested, 0.99% active; AID 493131;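 active = mean activation above about 17%, with every replicate also reaching it, limit read from the data, passing the limit was not always enough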;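 also: fluorescence polarization rise as delta FosB binds a TAMRA Cdk5 AP-1 oligo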
SR-BI HDL uptake – inhibitors of mouse SR-BI mediated HDL lipid uptake. ldlA[mSR-BI] CHO cells, DiI-HDL uptake fluorescence, 3 h. AID 488896. 320,000 tested, 0.96% active. inhibition, % at 12.5 µM. Q61009;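 active = mean replicate inhibition of at least 70% and a set share of replicates each scoring 70 or more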;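 also: 0% = median of neutral control wells and 100% = median of positive control wells; values of inactives mirror those of a sister screen read the other way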
PvdQ acylase – P. aeruginosa PvdQ acylase inhibition; purified PvdQ acylase, fluorescence plate reader; inhibition, % at 10 µM; 340,000 tested, 0.063% active; AID 488965; in the data active = inhibition above about 30%, passing the limit was not always enough;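 also: 0% = vehicle neutral wells and 100% = reference inhibitor wells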
Wnt bcat act – Wnt/beta-catenin pathway activation. Wnt/beta-catenin reporter cell assay, activator, plate reader. activation, % at 9.35 µM. 300,000 tested, 1.2% active; in the data active = activation above about 30%, passing the limit was not always enough;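 also: 0% = neutral control wells and 100% = positive control wells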
The depositor's hits bear a star; x = not tested or not shown; & = joins results of further samples.

SMILES	MITF TRPM1 HTS	CDK5 inh	Rtt109 Vps75	SR-BI DiI-HDL act	RTF Ca sens act	HTR5A ag ctr	dFosB act	SR-BI HDL uptake	PvdQ acylase	Wnt bcat act
COc1cccc(CN2CC(C(=O)NCc3ccc(C)c(F)c3)CCC2=O)c1 (stereo not drawn)	-4	0.5	21	13	-2	1	2	-13	-1	-1
O=S(=O)(Cc1ccccc1Cl)Nc1ccccn1	4	-0.9	-4	8	2	4	-4	-8	12	x
CN(CC(=O)Nc1ccccc1Cl)C(=O)CSc1nnc(-c2ccco2)n1C	2	-1.6	0	3	1	-1	-4	-3	-15	-1
Cc1ccc(CNC(=O)c2ccc(N3CCC4(CC3)CC(c3ccccc3)=NO4)c(NC(=O)c3c(Cl)cccc3Cl)c2)cc1	6	-0.2	3	-12	1	0	1	12	-11	-5
CCOc1ccccc1NC(=O)Cn1c(=O)oc2cc(Cl)ccc21	-6	-4.5	15	-7	-1	-2	2	7	-2	-2
O=C(C#Cc1ccccc1)NCc1ccccc1F	x	0.8	x	-2	4	0	0	2	5	1
O=C(NC(=S)Nc1ccc2c(c1)OCCO2)c1ccccc1F	85*	0.7	4	-28	0	-3	-8	28	-6	18
CN1CCc2c(sc3c2C(=O)NC(c2ccc(-c4cccc(Cl)c4)o2)N3)C1 (stereo not drawn)	x	0.3	-45	-27	15	5	-16	22	-6	x
CC(C)(C)c1ccc(-c2nnc(SCC(=O)Nc3sc4c(c3C#N)CCCC4)o2)cc1	6	1.2	-1	6	2	2	-9	-6	-17	-2
CNC(=O)N(O)C1N(/N=C/c2cccs2)C(=S)SC1(C)C (stereo not drawn)	3	-1.0	0	10	5	-4	-8	-10	-6	6
CS(=O)(=O)c1ccc(C(=O)OCC(=O)NNC(=O)COc2ccc(Cl)cc2)cc1	20	1.8	-4	5	1	-8	2	-5	-5	-2
COc1ccc(N2C(=S)NC3c4cc(Cl)ccc4OC2(C)C3C(=O)N(C)C)cc1 (stereo not drawn)	-9	-0.1	14	5	2	-1	0	-5	5	0
O=C(CCC(=O)N1CCOc2ccccc21)Nc1ccccc1Cl	x	-0.1	2	4	-3	2	8	-4	4	3
O=C(N/N=C\c1cc2c(cc1Cl)OCO2)c1cccnc1	14	0.8	0	-25	-1	0	1	25	-3	0
CCOC(=O)C1=C(C)N(C)C(=S)NC1c1cccc(Cl)c1Cl (stereo not drawn)	-13	0.2	5	-22	2	10*	-7	22	-12	3
CCN(CC)c1ccc(C(=C2C=CC(=[N+](CC)CC)C=C2)c2ccc(S(=O)(=O)O)cc2S(=O)(=O)[O-])cc1	-31	14	-3	17	0	-6	-9	-17	-2	-10
CCCNC(=O)C(=O)NCC1CCCN1CC (stereo not drawn)	6	-0.1	-2	4	2	-4	2	-4	-11	0
O=C(Nc1cccnc1)c1cc(-c2ccc(Cl)cc2)on1	129*	-0.1	-4	x	1	5	14	x	-12	41*
CN1CCN(C(=O)c2ccccc2NC(=O)COc2ccccc2Cl)CC1	-10	-3.6	-11	21	2	-3	-1	-21	-17	1
COc1cc(CN2CCC(Cc3ccccc3)CC2)c([N+](=O)[O-])cc1OC	x	-0.1	-5	4	2	2	0	-4	-9	-2
COc1ccc(N(CC(=O)NC2CCS(=O)(=O)C2)S(=O)(=O)c2cc(C)ccc2C)cc1 (stereo not drawn)	-4	-0.4	5	11	-4	3	1	-11	5	1
C=CCN(c1ccccc1)S(=O)(=O)c1cccc(C(=O)NCc2ccco2)c1	-14	0.2	-3	-6	0	0	-6	6	1	-3
O=C(CNC(=O)C1CCCCC1)NNC(=O)c1ccc(Cl)cc1Cl	0	-2.9	2	12	-1	3	-1	-12	-16	2
CCCCN(C)C(=O)c1nc2ccccn2c1CN1CCN(C/C=C/c2ccccc2)CC1	-7	-0.2	-5	2	0	2	-11	-2	-17	x
O=C(Nc1nnc(C2=COCCO2)o1)c1ccc([N+](=O)[O-])cc1	-1	-1.6	-10	15	0	3	-4	-15	-7	0

Rewritten with values under each structure: entries from further up
The line under a structure holds: MITF TRPM1 HTS	CDK5 inh	Rtt109 Vps75	SR-BI DiI-HDL act	RTF Ca sens act	HTR5A ag ctr	dFosB act	SR-BI HDL uptake	PvdQ acylase	Wnt bcat act
CCCNC(=O)C(=O)NCC1CCCN1CC (stereo not drawn)
 : 6	-0.1	-2	4	2	-4	2	-4	-11	0
COc1cc(CN2CCC(Cc3ccccc3)CC2)c([N+](=O)[O-])cc1OC
 : x	-0.1	-5	4	2	2	0	-4	-9	-2
CN1CCc2c(sc3c2C(=O)NC(c2ccc(-c4cccc(Cl)c4)o2)N3)C1 (stereo not drawn)
 : x	0.3	-45	-27	15	5	-16	22	-6	x

Continued.
SMILES	MITF TRPM1 HTS	CDK5 inh	Rtt109 Vps75	SR-BI DiI-HDL act	RTF Ca sens act	HTR5A ag ctr	dFosB act	SR-BI HDL uptake	PvdQ acylase	Wnt bcat act
Cc1ccc(CCC(=O)Nc2ccc(Br)cc2)o1	x	-3.8	2	-21	-6	2	0	21	-14	11
COc1ccc(NC(=O)CSc2nnc(Cn3cnc([N+](=O)[O-])n3)n2C)cc1	3	-0.9	0	12	-5	1	-2	-12	-9	-5
CS(=O)(=O)Nc1ccc(-c2cn3cccnc3n2)cc1	7	0.5	-4	x	-7	-2	-5	x	-3	0
CCc1ccc(NC(=O)Cn2c3[n+](c4c(F)c(F)ccc42)CCCCC3)cc1	-20	1.8	23	0	3	x	1	0	-4	-1
CC(=O)N1CCN(Cc2nc3cc(NC(=O)c4ccccc4Cl)ccc3n2C)CC1	-12	-1.2	4	4	5	3	-7	-4	-11	1
CCN=C1SC(C(=O)Nc2ccc(Cl)c(Cl)c2)CC(=O)N1CC (stereo not drawn)	-4	-1.2	-3	x	1	1	0	x	-13	x
NC(=O)CC(NC(=O)Cc1cccc2ccccc12)c1ccc(NC2CCCCC2)c([N+](=O)[O-])c1 (stereo not drawn)	0	-3.5	-4	7	-1	-2	3	-7	4	-1
CCOC(=O)c1[nH]c(=O)c2ccccc2c1O	7	-0.8	8	30	1	-3	1	-30	-15	x
Cc1cc(C)cc(NC(=O)COC(=O)CCc2ccc(S(=O)(=O)N3CCOCC3)cc2)c1	8	0.0	14	12	1	0	-3	-12	-9	-2
COC(CNC(=O)c1ccc2c(c1)ncn2-c1ccc(F)cc1F)OC	7	-0.4	x	11	2	0	3	-11	-13	1
Cc1nc(C)c(C(=O)Nc2cccc(F)c2)s1	-5	-0.7	18	-2	-8	2	3	2	1	2
Cc1cccc(C)c1NC(=O)CN(C)CC(=O)N(C)CC(=O)Nc1ccccc1Br	-3	0.2	0	36	-4	-7	-4	-36	-8	-1
CCc1nn(CC(=O)NC2CCN(Cc3ccccc3)CC2)c(=O)c2cc3cc(F)ccc3n12	0	0.1	-7	-63	-9	5	-3	63	-9	1
COc1ccccc1CNC(=O)CNCC1CCCO1 (stereo not drawn)	x	0.2	3	24	8	-2	4	-24	-15	7
O=C(NCN1CCOCC1)c1cnccn1	-15	0.0	-8	16	-2	0	0	-16	-21	1
O=C1C2C(C(=O)N1/N=C/c1cc([N+](=O)[O-])c(O)cc1O)C1C=CC2C12CC2 (stereo not drawn)	-9	-0.8	2	8	-5	0	-3	-8	-5	-1
CCc1ccc(N2CC(C(=O)Nc3ccc4c(c3)OCCO4)CC2=O)cc1 (stereo not drawn)	-18	0.8	-3	-4	-11	2	3	4	-6	0
COc1ccc(S(=O)(=O)N2CCCOC2CNC(=O)C(=O)NCCCN2CCOCC2)cc1 (stereo not drawn)	6	-0.2	0	17	0	7	-2	-17	6	1
Cn1c(SCC(=O)Nc2cccnc2)nnc1-c1ccccc1F	-8	-0.7	-3	1	2	1	-2	-1	-2	-2
O=C(O)c1ccc(OCC2CCCO2)cc1 (stereo not drawn)	7	1.7	-2	17	5	6	-2	-17	-9	5
CCOc1cccc(NC(=O)/C(C#N)=C/c2cccnc2)c1	-2	-0.7	4	-51	1	3	-1	51	3	1
CCCCSc1nnc([C@@H]2CCCN2C(=O)OC(C)(C)C)o1	-2	-0.6	1	-11	0	2	-10	11	-12	x
CCCCN(Cc1ccco1)S(=O)(=O)c1csc(C(N)=O)c1	-5	0.5	-5	12	-10	-3	4	-12	9	-3
COc1ccc(C(CNC(=O)c2cccc(NS(=O)(=O)c3ccc(Br)cc3)c2)N(C)C)cc1 (stereo not drawn)	8	-0.2	18	10	-6	-6	3	-10	9	-3
Cc1ccc(-c2csc(N3CCC(C(N)=O)CC3)n2)cc1	59	0.8	-1	21	-1	0	5	-21	-6	12
SMILES	MITF TRPM1 HTS	CDK5 inh	Rtt109 Vps75	SR-BI DiI-HDL act	RTF Ca sens act	HTR5A ag ctr	dFosB act	SR-BI HDL uptake	PvdQ acylase	Wnt bcat act
COc1ccc(-n2nc3c(c2NC(=O)C2CCCC2)CS(=O)(=O)C3)cc1	2	1.2	-3	5	-5	-1	0	-5	-8	0
CCN1CCN(C(=O)NC2CCCCC2)CC1	4	0.0	11	24	-7	2	1	-24	1	-1
O=C(O)C1=C[C@H](c2ccc(Br)cc2)C[C@H](OCc2ccc(CO)cc2)O1	17	1.0	1	13	0	-1	3	-13	-8	-4
Cc1csc(SCC(=O)N(C)C2CCS(=O)(=O)C2)n1 (stereo not drawn)	-8	4.4	-2	6	-5	3	-3	-6	-10	0
CCOC(=O)N1CCC(NS(=O)(=O)c2cc(Br)cnc2N)CC1	-7	-1.2	-7	x	-9	3	1	x	-5	x
CC1CC1C(=O)OCC(=O)N(C)c1c(N)n(Cc2ccccc2)c(=O)[nH]c1=O (stereo not drawn)	4	0.6	-2	34	4	-5	-1	-34	-10	0
CC(=O)Cn1ncc(N2CCOCC2)cc1=O	-3	1.9	-10	15	3	4	-1	-15	-4	-2
COc1ccc(CN2CCN(c3ccccn3)CC2)c(OC)c1C	0	2.4&1.7	6	10&31	-4&5	-7&3	0&-8	-10&-31	29&-17	-1&-3
OC1CCN(CC(O)C(F)(F)F)CC1 (stereo not drawn)	-6	-1.1	-11	10	7	2	-6	-10	-7	0
CCOC(=O)C1=C(C)NC(C)=C(C(=O)OCC)C1C(=O)OCC(=O)N(C)Cc1ccccc1	-9	0.5	-14	8	-4	5	-12	-8	4	-1
O=C(N/N=C/c1ccc(O)c(O)c1)NC12CC3CC(CC(C3)C1)C2	10	0.9	x	9	3	-1	-7	-9	-1	2
Cc1nc2c(c(=O)n1CCC1=CCCCC1)c1nc3ccccc3nc1n2/N=C/c1ccco1	4	1.0	-9	x	0	0	-22	x	-10	x
CCN(CC)c1c([N+](=O)[O-])ncn1C	-2	0.3	-3	5	0	4	4	-5	-13	x
O=C(NNC(=O)C1CCN(S(=O)(=O)c2ccc(Cl)cc2)CC1)c1ccncc1	5	-0.2	15	12	-1	5	-5	-12	16	-1
CCOC(=O)C1CCCN(S(=O)(=O)c2ccc3c(c2)NC(=O)CO3)C1 (stereo not drawn)	-5	-0.4	4	17	-3	-2	-7	-16	-8	-2
O=C(CCCOc1ccccc1)Nc1nccs1	x	-0.9	x	33	5	-1	1	-32	8	x
COc1ccc(CN=CC2=C(O)CC(C)(C)CC2=O)cc1	19	0.8	7	17	-3	-1	-5	-17	4	5
Cc1ccc(O)c(Nc2ncnc3ccc([N+](=O)[O-])cc23)c1	x	-0.6	2	-27	0	-1	-3	27	-9	-2
